HTR5A ag ctr: HTR5A agonism, opioid heterodimer counter-screen. P47898. HTR5A agonist assay, luminescence, cell-based. activation, % at 9.3 µM. 0.61% of 340,000 active; in the data active = activation mostly above about 9.5%, no sharp cut-off; inactive = mostly below about 7.6%;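 note: 0% = cells with vehicle only and 100% = reference agonist; strong numbers were not always called active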
Target sequence (P47898 whole entry, looked up): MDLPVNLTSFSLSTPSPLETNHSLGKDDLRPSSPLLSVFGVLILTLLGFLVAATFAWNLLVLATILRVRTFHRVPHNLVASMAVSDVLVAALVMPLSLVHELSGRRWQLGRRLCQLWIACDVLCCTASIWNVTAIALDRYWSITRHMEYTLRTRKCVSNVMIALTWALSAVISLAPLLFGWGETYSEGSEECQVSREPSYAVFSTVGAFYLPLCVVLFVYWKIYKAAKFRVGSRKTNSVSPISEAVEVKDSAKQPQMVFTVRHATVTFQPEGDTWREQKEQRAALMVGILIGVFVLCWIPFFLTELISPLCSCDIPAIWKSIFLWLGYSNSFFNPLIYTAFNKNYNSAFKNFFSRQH
PKA-R1A activ: PKA-R1A complex activation | P00514+P68181 | PKA-R1A dissociation, Cy5-IP20 fluorescence polarization; scaled: DMSO 0%, 113 µM cGMP 100% | activation, % at 11.4 µM | 0.083% of 340,000 active | AID 504707;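 active = percent activation above the mean of all tested compounds plus 3 SD, cut at about 19% in these data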;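 note: higher means more PKAc released from R1A so a rise in polarization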
SUMO Mot1 rescue: SUMOylation pathway inhibition by Mot1-301 growth rescue | S. cerevisiae Mot1-301 growth rescue, ATP luminescence, 38.5C; percent above DMSO median, 100 means doubled | growth rescue, % at 18.8 µM | 1% of 320,000 active;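 active = every valid replicate shows activation above 250% relative to neutral control wells; inactive = the rest, any valid replicate at or below 250%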;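 note: OY570 slx delta 5 strain wells were the positive control but not used for scaling; some compounds called inactive have numbers as strong as hits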
DAGLB inh: blocks human DAGLB lipase activity | Q8NCG7 | HEK293T DAGLB membrane lysate, EnzChek fluorogenic substrate | 0.059% of 340,000 active | inhibition, % at 5.17 µM; in the data active = inhibition above about 34%;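 note: 0% = enzyme with vehicle and 100% = wells lacking enzyme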
PKA-R2B activ: activators of human PKA-R2B complex; 0.079% of 340,000 active; activation, % at 11.4 µM; P22694+P31323; AID 504700; PKA-R2B holoenzyme dissociation, Cy5-IP20 fluorescence polarization; R2B truncated from residue 108, S112A mutant; 0% DMSO only, 100% 113 µM cGMP;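 active = activation above a cutoff set at the mean over all compounds plus 3 SD, cut at about 18% in these data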;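 note: higher means more holoenzyme dissociation and a rise in polarization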
CDK5 inh: CDK5/p35 (human) kinase inhibition. Recombinant CDK5/p35, ADP-Glo luminescence, 60 min. inhibition, % at 10 µM. 0.01% of 330,000 active. AID 488839;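 active = highest replicate inhibition of at least 50% and at least 75% of replicates reaching 50%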;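 note: plate controls were DMSO neutral control for no effect and GW8510 at 10 µM for full effect; many of its hits are not listed in these tables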
Target sequence (Q00535 whole entry, looked up): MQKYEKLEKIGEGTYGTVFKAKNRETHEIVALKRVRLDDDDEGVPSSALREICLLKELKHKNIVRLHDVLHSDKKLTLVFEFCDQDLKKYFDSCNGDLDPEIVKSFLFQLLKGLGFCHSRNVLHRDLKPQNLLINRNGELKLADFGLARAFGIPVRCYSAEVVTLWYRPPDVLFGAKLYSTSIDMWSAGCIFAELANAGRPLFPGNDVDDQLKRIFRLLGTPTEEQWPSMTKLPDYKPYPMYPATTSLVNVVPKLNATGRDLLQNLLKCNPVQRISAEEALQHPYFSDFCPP
Target sequence (Q15078 whole entry, looked up): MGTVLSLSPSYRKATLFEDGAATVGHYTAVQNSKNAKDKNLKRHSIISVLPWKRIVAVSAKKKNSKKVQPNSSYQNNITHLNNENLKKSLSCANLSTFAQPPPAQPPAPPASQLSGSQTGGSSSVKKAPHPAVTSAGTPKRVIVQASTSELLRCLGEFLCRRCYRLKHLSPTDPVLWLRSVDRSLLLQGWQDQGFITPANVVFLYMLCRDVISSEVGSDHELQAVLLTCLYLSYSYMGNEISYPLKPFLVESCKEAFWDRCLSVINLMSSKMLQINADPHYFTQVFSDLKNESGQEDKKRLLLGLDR
AddAB inh: less growth of phage-infected E. coli with AddAB | E. coli expressing H. pylori AddAB, absorbance growth | inhibition, % at 11.9 µM | 0.29% of 330,000 active; in the data active = inhibition above about 12%;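 note: 0% = vehicle wells of infected cells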
E coli growth: bacterial growth inhibition, counter-screen for AddAB inhibitors. E. coli V3065 growth, OD600 absorbance, 18 h. inhibition, % at 11.9 µM. 0.27% of 330,000 active. AID 449728;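 active = inhibition above the campaign's mean inhibition across all tested compounds plus 3 SD, cut at about 9.9% in these data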;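 note: uninfected addAB+ strain grown without phage in ampicillin broth; 0% = DMSO wells and 100% = ciprofloxacin 0.95 µg/ml wells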
Tat transport: blocks Tat-dependent protein export in E. coli; E. coli MC4100 TorA-mCherry Tat export, fluorescence; inhibition, % at 10 µM; 0.036% of 340,000 active;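 active = mean replicate inhibition at least 50% and at least half of replicates individually reaching 50%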;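 note: exported cargo escapes ClpAP degradation while cytoplasmic cargo is degraded and loses fluorescence; 0% = median of neutral control wells and 100% = median of NaSCN control wells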
phage Ecoli inh: E. coli growth loss with phage present. growth absorbance. inhibition, % at 11.9 µM. 0.26% of 360,000 active; in the data active = inhibition above about 11%
HTR5A inv ctr: inverse agonist of human HTR5A in OPRM1-OPRD1 counter-screen | inhibition, % at 9.3 µM | HTR5A cell line, luminescence, inverse agonism | 0.083% of 340,000 active | P47898; in the data active = inhibition mostly above about 23%, no sharp cut-off; inactive = mostly below about 18%;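 note: 0% = cells with DMSO and 100% = no-cell wells with DMSO; some compounds called inactive have numbers as strong as hits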
Starred values were filed as active, the others as inactive; · = no result given.

| Molecule | PKA-R1A activ | E coli growth | Tat transport | HTR5A inv ctr | CDK5 inh | HTR5A ag ctr | DAGLB inh | PKA-R2B activ | phage Ecoli inh | AddAB inh | SUMO Mot1 rescue |
| --- | --- | --- | --- | --- | --- | --- | --- | --- | --- | --- | --- |
| Cc1nc(SCC(=O)NCc2ccco2)c2c(=O)n(C)c(=O)n(CC(C)C)c2n1 | -7 | -0.1 | -3 | 16 | 0.6 | -6 | -4 | 14 | · | -0.3 | · |
| COc1ccc(-c2nnc(NC(=O)c3ccc([N+](=O)[O-])o3)o2)c(OC)c1 | -7 | -1.7 | 1 | -11 | 0.2 | 4 | 1 | -18 | 1.9 | 2.0 | 36 |
| CCNC(=S)Nc1cc2oc3ccccc3c2cc1OC | -3 | 0.0 | 5 | 2 | -1.7 | 3 | -1 | 2 | 1.3 | 0.7 | 10 |
| CC1CCCN(S(=O)(=O)c2ccc(NC(=O)C3CCN(C(=O)C(C)(C)C)CC3)cc2)C1 (stereo unspecified) | 11 | -2.6 | -2 | -21 | -2.0 | 6 | -2 | 5 | 1.1 | -2.5 | -11 |
| CCC(C)NC(=O)CCC(=O)Nc1ccc2nc(N3CCOCC3)cc(C)c2c1 (stereo unspecified) | -3 | -1.7 | -1 | -1 | -1.8 | 0 | 0 | 7 | 0.9 | 1.8 | 13 |
| O=C(CCCOc1ccc(Cl)cc1Cl)NCCCn1ccnc1 | -2 | -1.2 | 1 | 11 | 1.7 | -5 | 1 | 7 | 3.6 | -1.0 | -14 |
| COC(=O)CCC(=O)OC1(C)C(=O)C=C2C=C(C3CC3)N(CCN3CCOCC3)C=C2C1=O (stereo unspecified) | 9 | -5.1 | -11 | 11 | -0.2 | 2 | -3 | 3 | 2.1 | 1.2 | -4 |
| CC1c2[nH]c3ccccc3c2C[C@H]2C(=O)N(CCCO)CC(=O)N12 (stereo partly specified) | -5 | -1.2 | 2 | 15 | 0.4 | -4 | -2 | 1 | 2.1 | 1.2 | 232 |
| Cc1cc(C)nc(SCC(=O)OCC(=O)N(C)c2c(N)n(Cc3ccccc3)c(=O)[nH]c2=O)n1 | 5 | -0.9 | -2 | -14 | -2.2 | 7 | 0 | 10 | -0.4 | 0.9 | 44 |
| O=c1cc(CN2CCN(S(=O)(=O)c3ccccc3)CC2)nc2ccc(Cl)cn12 | -9 | 1.8 | -8 | 20 | 0.0 | -8 | -1 | 4 | 1.5 | 1.2 | -28 |
| Cn1c(NCCc2ccccc2)cc(=O)n(C)c1=O | -9 | -0.4 | 1 | -4 | 0.0 | 1 | -1 | 8 | 0.8 | 0.6 | -18 |
| COc1cc(C(=O)Nc2ccccc2N2CCOCC2)ccc1OCc1c(C)noc1C | -6 | 1.0 | -4 | 6 | -0.7 | 4 | -1 | -1 | 2.3 | 5.2 | -1 |
| Cn1nc(C(C)(C)C)c(NC(=O)c2sccc2Cl)c1C(C)(C)C | -9 | 0.7 | -2 | 2 | -0.2 | -1 | 1 | 0 | 2.6 | 4.6 | -11 |
| CC(=O)Nc1c2c(nn1-c1cccc(Cl)c1)CS(=O)(=O)C2 | 1 | 1.3 | -5 | -13 | -0.5 | 1 | 2 | 3 | 0.7 | 0.8 | 6 |
| CCN1C[C@@H]2[C@@H]3C(=O)N(Cc4ccccc4)C(=O)[C@@H]3[C@](C)(C(=O)OC)N2C1=NC | 0 | -1.2 | -9 | -15 | 2.8 | 4 | -1 | -2 | · | -1.1 | · |
| O=C(CSc1ncccn1)NCCc1ccccc1 | 10 | -2.5 | -3 | -9 | 0.7 | -1 | -1 | 4 | 2.7 | 1.8 | 3 |
| CCCc1cc(N2CCCC(C(=O)Nc3ccc(OC)cc3OC)C2)n2ncnc2n1 (stereo unspecified) | 3 | -1.3 | 7 | 0 | 3.4 | 0 | 0 | 1 | 4.3 | 0.1 | -4 |
| Cc1cc(=O)n(-c2ccc3ccccc3n2)[nH]1 | 8 | -0.3 | 10 | -2 | -1.8 | 4 | 11 | 10 | 1.1 | 0.5 | -14 |
| COc1cccc(-c2nnn(CC(=O)O)n2)c1 | 18 | -0.1 | -3 | 13 | 0.8 | 2 | 2 | 1 | 1.8 | -0.3 | -11 |
| O=C(Nc1ccc(C(=O)N2CCCC2)cc1)c1ccc2c(c1)OCO2 | -2 | -2.5 | -13 | -9 | -4.9 | 4 | 1 | -3 | 3.1 | -0.5 | -5 |
| Cc1cc(C)c2nc(SCC(=O)Nc3cc(C)on3)c(C)cc2c1 | -6 | -0.4 | -2 | 18 | 0.7 | -7 | -1 | -3 | -0.1 | 3.6 | 138 |
| COC(=O)c1cc2c(cc1[N+](=O)[O-])OCO2 | -1 | -0.3 | 18 | 3 | 0.1 | 0 | 0 | -12 | 5.7 | 2.9 | 4 |
| Cc1sc2nc(CSc3ccccc3)nc(N3CCOCC3)c2c1C | 6 | -2.2 | 7 | -22 | -0.3 | -3 | -11 | -4 | 3.8 | 1.6 | 6 |
| Cc1onc(C(=O)NC(C)c2ccccc2)c1[N+](=O)[O-] (stereo unspecified) | -3 | 1.6 | -2 | 14 | 0.9 | 1 | -1 | 1 | 1.5 | 1.8 | 24 |
| Cc1ccc([N+](=O)[O-])cc1NC(=O)C(C)N1CCCCC1 (stereo unspecified) | 4 | 3.0 | 3 | 4 | -6.1 | 6 | -3 | -9 | 3.6 | 3.4 | -2 |
| COc1ccc(C(=O)NNC(=O)c2ccc3ccccc3n2)cc1 | 2 | -2.8 | -5 | -8 | -1.3 | -7 | -1 | 0 | -2.6 | -5.6 | -4 |
| CC1CCC(NC(=O)CCNC(=O)c2ccccc2)CC1 (stereo unspecified) | -3 | 1.0 | 20 | -3 | 2.5 | 1 | 2 | 3 | 0.8 | 2.7 | 3 |
| CC1(C)c2[nH]c3ccccc3c2C[C@H]2C(=O)N(Cc3ccc(F)cc3)C(=O)N21 | 6 | 2.4 | 2 | -19 | 0.8 | -3 | -1 | -7 | 2.6 | 3.5 | 13 |
| O=C(NCc1cccs1)[C@@H]1CSC2c3ccccc3C(=O)N21 (stereo partly specified) | 3 | -3.4 | 1 | 6 | -2.6 | -2 | -1 | -9 | 0.9 | 1.4 | 6 |
| O=C(COc1ccccc1)N1N=C(c2cccnc2)CC1(O)C(F)(F)F (stereo unspecified) | -8 | 0.0 | -4 | -35 | 0.7 | 3 | -1 | -5 | 3.0 | 2.2 | -10 |
| CC1CCCC(C)N1C(=O)c1cc(-c2ccc(Cl)c(Cl)c2)on1 (stereo unspecified) | -6 | -1.5 | -3 | -25 | -0.7 | 5 | -10 | -2 | 1.2 | 1.3 | 17 |
| CNC(=S)NNC(=O)c1noc(C)c1C(=O)N1CCN(C(c2ccccc2)c2ccccc2)CC1 | -3 | -0.4 | -12 | -9 | 1.8 | 3 | 2 | -5 | 3.1 | 1.4 | 11 |
| COc1cc(/C=C/C(=O)OC(C)C(=O)Nc2c(C)n(C)n(-c3ccccc3)c2=O)ccc1OCC#N (stereo unspecified) | 5 | -0.1 | -15 | 9 | 0.2 | -4 | -1 | 1 | 3.8 | 3.2 | -4 |
| Cc1ccc(S(=O)(=O)NCc2csc(C)n2)cc1 | 6 | · | 1 | 0 | 2.7 | 0 | -4 | -9 | -0.2 | · | -27 |
| CCOc1ccc(C(=O)Nc2ccccc2C#N)cc1[N+](=O)[O-] | -7 | 0.2 | 2 | 6 | -4.7 | -2 | 3 | -6 | 2.6 | 1.2 | -9 |
| O=C(Nc1ccccc1C(=O)N1CCOCC1)c1ccc(Br)cc1 | -1 | -0.4 | -13 | 4 | -0.2 | -2 | -2 | 3 | · | 4.3 | 316 |
| COc1ccc(Cl)cc1NC(=O)C1CCCN(S(=O)(=O)c2cccc3nonc23)C1 (stereo unspecified) | 2 | · | -6 | 25 | 2.2 | -11 | -1 | -5 | 1.9 | · | · |
| COc1ccc(C2/C(=C(/O)c3ccc(OC(C)C)cc3)C(=O)C(=O)N2CCCN2CCOCC2)cc1 (stereo unspecified) | -22 | -0.5 | 1 | -4 | -4.3 | 1 | 0 | 7 | 3.5 | 1.7 | -19 |
| Cc1ccc(F)cc1NC(=O)N1CCCN(C(=O)OC(C)(C)C)CC1 | 3 | 2.0 | -1 | -16 | -2.8 | -1 | -2 | -9 | -1.1 | 0.3 | 1 |
| CCN1CCN(Cc2c(C)[nH]c3ccc(C(=O)OC)cc3c2=O)CC1 | 2 | -1.3 | 11 | -7 | -1.0 | 1 | 1 | 4 | 3.4 | 3.3 | 136 |
| CCOCCCNC(=O)C(c1ccccc1)N(Cc1ccc2c(c1)OCO2)C(=O)CNC(C)=O (stereo unspecified) | 4 | -0.1 | -5 | -34 | -0.8 | -4 | 3 | -5 | 1.9 | -0.1 | 3 |
| CN(C)S(=O)(=O)Oc1ccc(Cl)cc1C(=O)Nc1ccc(F)cc1F | 2 | 0.0 | -3 | -7 | -2.0 | 3 | 0 | -1 | 4.1 | -1.6 | -9 |
| CCc1ccccc1NC(=O)c1onc(C)c1Cl | 4 | 1.5 | 5 | 15 | 0.3 | -5 | -4 | 7 | 1.4 | 2.9 | -7 |
| O=C(CNC(=O)c1ccc(Cl)cc1)Nc1ccc(S(=O)(=O)Nc2ncccn2)cc1 | 1 | -0.1 | 0 | 6 | 0.4 | -2 | 5 | 5 | 0.1 | 0.5 | 8 |
| CCN(CC)C(=O)Cn1ncc2c1-c1ccccc1OC2 | 0 | -0.1 | -1 | -2 | 4.9 | -3 | -6 | -2 | 3.5 | -0.7 | -17 |
| C[C@@H]1C=C(C(=O)NCc2nc3ccccc3[nH]2)O[C@H](OCc2ccc(CO)cc2)C1 | -7 | 2.5 | -21 | 3 | -1.6 | 7 | -5 | -7 | 3.3 | 4.7 | -23 |
| O=C(Cc1ccc(Cl)cc1)Oc1cccc2cccnc12 | 0 | 1.2 | 3 | 11 | 1.4 | 7 | 0 | -13 | · | 3.4 | -7 |
| Cc1ccc(O)c(CO)n1 | -1 | -1.1 | -4 | -4 | -0.1 | 1 | -2 | 6 | -0.8 | -0.3 | 189 |
| CN(C)c1ccc(/C=N\NC(=O)c2csnn2)cc1 | -9 | -0.9 | -4 | 0 | 1.0 | -2 | 0 | -15 | -0.2 | 3.2 | 8 |
| Cc1ccc(NC(=O)Nc2ncccc2C)cc1 | -3 | 2.2 | 10 | -3 | 1.7 | 1 | -3 | -8 | 3.9 | 3.8 | · |
| CSc1nc(=O)n(-c2ccccc2)c(C)c1C(C)=O | 5 | -1.4 | 4 | 5 | 0.1 | 0 | 0 | -8 | 4.3 | -2.4 | 6 |
| CC(=O)Nc1ccc(S(=O)(=O)Nc2ccc(C)c([N+](=O)[O-])c2)cc1 | 3 | 1.0 | 4 | 12 | -2.7 | 0 | 1 | -4 | 3.2 | 4.2 | 36 |
| O=C(OCN1C(=O)c2ccccc2C1=O)/C(=C\c1ccco1)NC(=O)c1ccccc1 | -6 | 2.1 | -4 | 0 | -1.6 | 0 | 2 | -1 | 2.2 | 0.0 | 0 |
| O=C(c1ccco1)N1CCN(C(=O)c2cc3c(=O)oc4ccccc4c3s2)CC1 | 11 | -1.6 | -2 | 2 | 1.6 | 0 | 2 | 3 | · | -2.6 | -18 |

From PubChem BioAssay

Hits appear at their usual frequency. About 2.3% of those tested had a hit in this group.
